# Screening data: PubChem, Sanford-Burnham Center for Chemical Genomics
# EphA4 KYL inhibition = EphA4 ligand-binding antagonists – biochemical, colorimetric, mouse EphA4, primary screen (AID 689); EphA4-AP binding to KYL peptide, pNPP A405; higher % means a stronger effect; inhibition, % at 10 µM, or IC50 in µM where a hit was titrated; hit rate 0.1% among 62,000; in the data active = a potency from the dose series; inactive = the rest, 99 in 100 with inhibition below about 22%
# The depositor's hits bear a star; & = joins results of further samples. This is a subset; rates above refer to the full screens.
SMILES,EphA4 KYL inhibition
CCc1c(C(=O)Nc2ccccc2)c(C)[nH]c(=S)c1C#N,-13%
CC(=O)c1cccc(NC(=O)N2CCCC2C(=O)Nc2cc(C)ccc2C)c1 (stereo unspecified),-2%
O=C(Nc1ccccc1)C(=O)Nc1ccccn1,-3%
COc1cccc(NC(=S)NNC(=O)C(C)n2nc(C)c([N+](=O)[O-])c2C)c1 (stereo unspecified),-12%
COc1ccccc1C1NC(c2ccccc2OC)C(C)C(=O)C1C (stereo unspecified),-2%
COC(=O)c1ccc(C)c(NC(=O)CCSc2ccc(Cl)cc2)c1,0%
O=C(/C=C/c1ccccc1Cl)Nc1ccccc1[N+](=O)[O-],-13%
Cc1cc(C)cc(C(=O)/C=C2\NC(=O)CS2)c1,-7%
CC(C)(C)N1C(=O)NC(=O)C(=Cc2cccs2)C1=O,-4%
CCCc1nc(SCC(N)=O)[nH]c(=O)c1CC,-10%
CC1=C(C(=O)OCc2ccc3c(c2)OCO3)C(c2ccc(O)c([N+](=O)[O-])c2)NC(=O)N1 (stereo unspecified),-5%
CCCCNc1c2c(nc3c(-c4ccccc4)c(C)nn13)CCC2,-4%

# Another view of part of the listing above:
canonical_smiles	EphA4 KYL inhibition
COc1ccccc1C1NC(c2ccccc2OC)C(C)C(=O)C1C (stereo unspecified)	-2%
COC(=O)c1ccc(C)c(NC(=O)CCSc2ccc(Cl)cc2)c1	0%
O=C(/C=C/c1ccccc1Cl)Nc1ccccc1[N+](=O)[O-]	-13%
Cc1cc(C)cc(C(=O)/C=C2\NC(=O)CS2)c1	-7%
CC(C)(C)N1C(=O)NC(=O)C(=Cc2cccs2)C1=O	-4%
CCCc1nc(SCC(N)=O)[nH]c(=O)c1CC	-10%
CC1=C(C(=O)OCc2ccc3c(c2)OCO3)C(c2ccc(O)c([N+](=O)[O-])c2)NC(=O)N1 (stereo unspecified)	-5%

# (further entries)
SMILES,EphA4 KYL inhibition
COc1ccc(OC)c(N(CC(=O)Nc2ccc3ccccc3c2)S(C)(=O)=O)c1,-4%
Cc1nc2cc(S(=O)(=O)C(F)(F)F)ccc2s1,-8%
COc1ccc2c(c1)c(CCN1C(=O)c3ccccc3C1=O)cn2C(=O)c1ccco1,0%
CC1=C(C(=O)Nc2ccccc2)C(c2ccc(C)o2)N2C(=O)CSC2=N1 (stereo unspecified),-17%
CCOC(=O)c1[nH]c2ccc(OC)cc2c1NC(=O)c1ccc2c(c1)OCO2,-5%
COc1ccc(OC)c(C(=O)c2ccc(C(=O)N3CCCCC3)cc2)c1,44%
CCCCOc1ccc(-c2nnn(CC(=O)c3c[nH]c4ccccc34)n2)cc1,-6%
O=C(NC1CCCCCCC1)c1cnccn1,-6%
CC(=O)NN1C(=O)/C(=C/c2ccc(Br)o2)SC1=S,2%
O=C1CCSc2cccc3cccc(c23)N1,-7%
Cc1ccc(-c2nn(C)c(=O)c3ccccc23)cc1CNC(=O)c1ccco1,-7%
COCCOC(=O)c1c(C)oc2ccc(OC(=O)c3ccc(Cl)cc3)cc12,-6%

# Among those listed so far, 2 contain two or more sulfur atoms:
SMILES,EphA4 KYL inhibition
Cc1nc2cc(S(=O)(=O)C(F)(F)F)ccc2s1,-8%
CC(=O)NN1C(=O)/C(=C/c2ccc(Br)o2)SC1=S,2%

# (list continues)
SMILES,EphA4 KYL inhibition
O=C(COc1ccc(Cl)cc1Cl)Nc1ccc(-c2nc3ccccc3s2)c(O)c1,1%
Cc1ccc(-c2nc(C)sc2CC(=O)NCc2ccco2)cc1,8%
C/C(=N\N=C1/NC(=O)C(C)S1)c1ccc(Br)cc1 (stereo unspecified),-15%
O=C(Nc1ccc(Cl)c(Cl)c1)c1cccc2ccccc12,-5%
COc1ccc(OC)c(C2C(C(=O)Nc3ccccc3OC)=C(C)Nc3nc(CCCO)nn32)c1 (stereo unspecified),3%
O=c1[nH]n(CC2COC3(CCCCC3)O2)c(=O)c2ccccc12 (stereo unspecified),6%
COc1ccc(C2C3=C(N=C4SCC(=O)N42)c2ccccc2CC3)cc1OC (stereo unspecified),-6%
CCSC1=NC2(CCCCC2)Nc2sc3c(c21)CCCC3,0%
COC(=O)CSc1nnc(-c2ccccc2OC)n1-c1ccc(C)cc1,-10%
CS(=O)(=O)N(Cc1ccccc1)c1ccccc1C(=O)Nc1ccccc1C(=O)NCc1ccco1,-25%
CC(C)NC(=O)/C(=C/c1ccco1)c1ccccc1,-6%
N=c1c2c(ncn1CCN1CCOCC1)Oc1ccc3ccccc3c1C2c1ccccc1 (stereo unspecified),2%

# A portion from the list above, as a working copy:
SMILES,EphA4 KYL inhibition
CC(C)NC(=O)/C(=C/c1ccco1)c1ccccc1,-6%
N=c1c2c(ncn1CCN1CCOCC1)Oc1ccc3ccccc3c1C2c1ccccc1 (stereo unspecified),2%

# Later entries.
SMILES,EphA4 KYL inhibition
Cc1ccccc1CSCC(=O)NC(=O)NC(C)(C)C,-1%
NC(=NC(=NS(=O)(=O)c1ccccc1)c1ccccc1)SCc1ccccc1,-5%
Cn1nnc(NC(=O)c2ccco2)n1,-7%
Cn1c(Sc2ccccc2Cl)c(C=O)c2ccccc21,-3%
CCc1nnc(NC(=O)CSc2nnc(COc3ccccc3)n2Cc2ccccc2)s1,8%
O=C(c1ccccc1)N1CCN(CC(O)COCC2CC=CCC2)CC1 (stereo unspecified),-19%
O=C(Nn1cnnc1)c1ccncc1,5%
COc1ccccc1Oc1c(C)oc2c(CN3CCN(CCO)CC3)c(O)ccc2c1=O,-6%
COc1ccc(Cl)cc1C(=O)NCC(C)C,-4%
O=C(CSc1ncn[nH]1)c1cccc([N+](=O)[O-])c1,-12%
CCCCn1c(SCC(=O)N2CCC(C)CC2)nc2cc(S(N)(=O)=O)ccc21,-2%
Cc1ccc(N2CCCCn3c2nc2c3c(=O)n(CC(=O)O)c(=O)n2C)cc1,3%
CN(Cc1ccccc1)S(=O)(=O)c1ccc(Cl)nc1,-5%
O=c1cc(CN2CCN(C/C=C/c3ccccc3)CC2)c2cc(O)ccc2o1,-7%
O=C(Nc1ccc(Oc2cccc3ccccc23)cc1)c1ccco1,7%
COc1cccc2c(=O)n(CC(=O)N3CCCc4ccccc43)ccc12,-7%
CCOC(=O)COc1ccc2oc(C)c(C(=O)OC)c2c1,-15%
COc1ccc(CCN2CNc3c(c(=O)n(C)c(=O)n3C)C2)cc1,-5%
O=C(CSc1cccc(C(F)(F)F)c1)Nc1ccc(Cl)cc1Cl,-11%
O=C(O)CCCCCNC(=O)CCn1cnc2ccccc2c1=O,-6%
O=C1CCc2cc(S(=O)(=O)N3CCCC3C(=O)N3CCN(c4ccccc4)CC3)ccc2N1 (stereo unspecified),-4%
COC(=O)c1ccccc1OCC(=O)N1CCN(c2ccc(F)cc2)CC1,-8%
COc1cc(C(=O)OCC(=O)Nc2cc(C)on2)ccc1OCc1ccccc1Cl,-11%
CCCN(CCC)CCCNC(=O)c1cc2c(=O)n(C)c3ccccc3c2n1C,-6%
Cc1cccc(OC(=O)Cn2c(C(F)(F)F)nc3ccccc32)c1,-5%
OCC1OC(n2nnc3ccccc32)C(O)C(O)C1O (stereo unspecified),-8%
COCCCN1C(=O)c2ccc(C(=O)NCc3ccco3)cc2C1=O,0%
CC(C)=C1C2C=CC1C1C(=O)N(c3cc(C(F)(F)F)ccc3Cl)C(=O)C21 (stereo unspecified),1%
Cc1ccc(-c2cc(N)n(-c3ccc(C)cc3)n2)cc1,-8%
CCN(CC)CCNC(=O)Cn1nc(-c2ccc(C)cc2)ccc1=O,-12%
CC1(c2ccc(Cl)cc2)NC(=O)N(CC(=O)N2CCCC2)C1=O (stereo unspecified),3%
CCOC(=O)c1cnn(-c2cc(Oc3ccccc3)ncn2)c1N,-3%
Cc1cccc(C(=O)Nc2cc(C)ccc2NC(=O)COc2ccccc2)c1,-7%
COc1ccc(NS(=O)(=O)c2ccc3c(c2)CCC(=O)N3)c(OC)c1,-18%
c1n[nH]c(NCc2ccc3c(c2)OCO3)n1,-20%&2%
CN(C)S(=O)(=O)c1ccc(S(=O)(=O)N(CC(=O)Nc2ccccc2)Cc2ccco2)cc1,-3%
CCOc1ccccc1OCCCOc1ccc(C)cc1Cl,-4%
COc1cc(C(=O)NCCC(=O)NCc2ccc3c(c2)OCO3)cc(OC)c1OC,-37%
O=C(NCc1ccco1)c1cc2n(n1)C(C(F)(F)F)CC(c1ccc(Br)cc1)N2 (stereo unspecified),-28%
C=CCn1c(NCc2cc(C)ccc2O)nc2ccccc21,-2%
Cc1nc2ncnn2c(C)c1CCC(=O)Oc1ccccc1,-9%
Cc1ccccc1OCC(O)Cn1c(NCCN(C)C)nc2c1c(=O)n(C)c(=O)n2C (stereo unspecified),-28%
O=C(c1ccc(-c2ccccc2)cc1)N1CCN(Cc2ccccn2)CC1,4%
C#CCOC(=O)c1ccc(-n2cncn2)nc1,1%
NC(=O)c1[nH]cnc1C(=O)c1ccccc1,4%
COc1ccccc1C(=O)N1CCN=C1SC,-14%
O=C(N/N=C/c1ccc(F)cc1)c1sccc1OCc1ccc(F)cc1,-5%
O=C(CN1C(=O)C2C3C=CC(C3)C2C1=O)NCC1COc2ccccc2O1 (stereo unspecified),2%
CC1=NN(c2ccc(C)c(C)c2)C(=O)/C1=C/c1ccc([N+](=O)[O-])o1,-10%
Cc1cccc(C2Nc3ccccc3C(=O)N2CCc2ccccc2)n1 (stereo unspecified),-10%
O=c1nc2scc(-c3ccccc3)n2c2ccccc12,-30%
CCCOC(=O)NC1CCS(=O)(=O)C1 (stereo unspecified),-13%
CC(=O)c1cc2c(cc1NC(=O)CN1CCCCC1C)OCO2 (stereo unspecified),-4%
Cc1c(NC(=O)c2ccc3ncccc3c2)c(=O)n(-c2ccccc2)n1C,-10%
CCC(C)C1NC(=S)N(Cc2ccccc2)C1=O (stereo unspecified),-2%
CC(SC12CC3CC(CC(C3)C1)C2)C(=O)O (stereo unspecified),3%
COc1ccccc1CNC(=O)CS(=O)Cc1nc(-c2ccccc2C)oc1C (stereo unspecified),-6%
CC(CC(=O)Nc1cc(C(F)(F)F)ccc1Cl)c1ccccc1 (stereo unspecified),-1%
O=C(Nn1c(-c2ccccc2)nc2ccccc2c1=O)c1ccco1,9%
O=C(CN(C1CCCCC1)S(=O)(=O)c1ccc(Cl)cc1)NCc1ccncc1,-8%

# (list continues)
SMILES,EphA4 KYL inhibition
COC(=O)C1=C(C)N=C2SC(C)C(=O)N2C1c1cccc(F)c1 (stereo unspecified),1%
COc1ccc(Cl)cc1NC(=O)C1=C(C)NC(=S)NC1c1ccc(OC)c(OC)c1 (stereo unspecified),-6%
Cn1c(CCN2CCCCCC2)nc2cc(NC(=O)Nc3ccccc3)ccc21,2%
Cn1c(-c2sc(=S)n(-c3ccccc3)c2N)nc2ccccc21,-6%
CCOc1cc(/C=C2/SC(=S)N(C)C2=O)ccc1OC(=O)c1ccc(C)cc1,-12%
CC1(C)CC(=O)C2=C(C1)NCN(CCCN1CCOCC1)C2,-2%
COc1ccc(/C=C/C(=O)N(C(C)C)C(C)C)cc1Br,-4%
Cc1cc(C(=O)Nc2ccccc2)c(C)o1,-18%
O=C(O)c1cnc2ccccc2n1,-4%
CCOc1ccc(NC(=O)CSc2nc(C)c3c(c2C#N)CCCC3)cc1,-15%
Cc1c(N2C(=O)CS/C2=N\N=C\c2ccc(Br)cc2)c(=O)n(-c2ccccc2)n1C,-6%
CCOc1cc(/C=C(/C(=O)c2ccc(C)cc2)c2nc3ccccc3o2)ccc1O,-2%
COc1cc(OC)cc(-c2cc(N)n(S(=O)(=O)Cc3ccccc3)n2)c1,-1%
CCCn1c(C(O)c2ccc3c(c2)OCO3)nc2ccccc21 (stereo unspecified),-7%
CC(Oc1ccc(Cl)cc1Cl)c1nc(-c2ccc(NC(=O)c3ccco3)cc2)no1 (stereo unspecified),1%
CN1C(=O)C(=C2CCCCCC2)SC1=S,7%
CCOC(=O)C1CCCN(C(=O)c2cn(C)c3ccc(S(=O)(=O)N(C)C)cc3c2=O)C1 (stereo unspecified),-11%
CCC(CC)C(=O)NCCc1cc2ccc(OC)cc2[nH]c1=O,-3%
O=C(COC(=O)CCc1c[nH]c(=O)[nH]1)Nc1ccccc1,11%
Cc1ccc(C(=O)Nc2cccc(Br)c2)cc1[N+](=O)[O-],-1%
COCc1nc2ccccc2n1Cc1cccc(C)c1,-4%
C=CCN1C(=O)/C(=C\c2cccc(OC)c2)SC1=Nc1ccccc1,2%
Cc1ccccc1OCc1nc(-c2ccc(Cl)cc2)no1,4%
O=C(COc1ccc(Br)cc1)Nc1ccc(Cc2ccncc2)cc1,-8%

# The last 4 records of the section before are carried over, then new ones follow.
SMILES,EphA4 KYL inhibition
COCc1nc2ccccc2n1Cc1cccc(C)c1,-4%
C=CCN1C(=O)/C(=C\c2cccc(OC)c2)SC1=Nc1ccccc1,2%
Cc1ccccc1OCc1nc(-c2ccc(Cl)cc2)no1,4%
O=C(COc1ccc(Br)cc1)Nc1ccc(Cc2ccncc2)cc1,-8%
CCn1ncc(Br)c1C(=O)N(C)C12CC3CC(CC(C3)C1)C2,-2%
CCN(CC)S(=O)(=O)c1ccc(-c2nnc(SCc3nnc(-c4ccc(C)cc4)o3)o2)cc1,0%
Cc1nn(C)c(C(=O)NNC(=S)Nc2ccc(F)cc2)c1[N+](=O)[O-],-1%
Cc1ccc(C)c(OCCCCn2ccnc2)c1,-8%
C=CCn1c(SC(C)CC)nc(O)cc1=O (stereo unspecified),-51%
COc1ccc(C)cc1-n1nnnc1SCc1csc(C)n1,-14%
O=S(=O)(c1ccccc1)N1CCN(CC(O)COc2ccc3c(c2)CCC3)CC1 (stereo unspecified),-7%
O=C(O)CSc1ncnc2sc3c(c12)CCC3,11%
O=C(Nc1ccc(C2CCCCC2)cc1)C1CCN(c2ncccn2)CC1,12%
CC(C)(C)c1ccc(OCCOc2ccc(C=C3C(=O)NC(=O)NC3=O)cc2)cc1,35%
Cc1ccc([N+](=O)[O-])cc1NC(=S)NC(=O)CC(C)(C)C,-6%
O=C(CSCc1ccc(Cl)cc1Cl)Nc1ccc(O)cc1C(=O)O,-2%
Cc1cccc(CN(CC(=O)N/N=C/c2ccco2)S(=O)(=O)c2ccc(Cl)cc2)c1,19%
CC(=O)CC(C)(C)Nc1ccccc1,-12%
COc1ccc(C2C(C#N)=C(N)Oc3n[nH]c(C)c32)cc1Cn1nnc2ccccc21 (stereo unspecified),-5%
COC(=O)c1ccccc1NC(=O)c1ccc(C)cc1,-1%
COCc1nnc(NC(=O)c2ccc(NC(=O)C(C)C)cc2)s1,-13%
